Compound activity from PubChem BioAssay.
ER stress death: ER stress cell death inhibition; AID 1010; relative survival (cellular ATP), % at 15 µg/mL (by protocol); hit rate 0.33% among 48,000; CSM14.1 thapsigargin ER stress survival, ATP luminescence;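 active = survival measured by cellular ATP above 50% at 15 µg/ml in the first screen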;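 note: cell death triggered by about 15 µM thapsigargin; ATP read 24 h after thapsigargin was added; plate controls were thapsigargin with DMSO for no effect and DMSO without thapsigargin for full effect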
* hit, by the source's call.

SMILES,ER stress death
CC1=C(C(=O)Nc2ccccc2)C(c2ccc(O)c(O)c2)NC(=S)N1 (stereo not drawn),4
CCOC(=O)c1c(C)oc2ccc(OCc3cccc(F)c3)cc12,3
CC(=O)NS(=O)(=O)c1ccc(NS(=O)(=O)c2ccc(C)cc2)cc1,1
O=C(O)CSc1nnc(-c2ccco2)n1-c1ccccc1,10
CC1(C)OC2OC(COCc3ccccc3)C3OC(C)(C)OC3C2O1 (stereo not drawn),-3
COc1ccc(C(=O)/C=C/Nc2ccc(Br)c(C)c2)cc1,3
O=C(COC(=O)C(O)c1ccccc1)c1ccc2c(c1)OCCO2 (stereo not drawn),-4
Fc1c(F)c(C(F)(F)F)c(F)c(F)c1Oc1cccc2cccnc12,-4
Cc1ccc(NC(=O)C(C)N2C(=O)c3ccccc3C2=O)c(C)c1 (stereo not drawn),3
CN(C)c1ccc(/C=C2\SC(=S)N(c3ccccc3Cl)C2=O)cc1,2
Cc1ccc(C2=C(C#N)C(N)=C(C#N)C3=CCCC32)c(C)c1 (stereo not drawn),-2
CC(=O)Nc1nonc1-c1ccccc1,9

Overlap with the part before: 2 entries; new compounds follow.
SMILES,ER stress death
Cc1ccc(C2=C(C#N)C(N)=C(C#N)C3=CCCC32)c(C)c1 (stereo not drawn),-2
CC(=O)Nc1nonc1-c1ccccc1,9
Clc1ccc(CSc2nsc(SCc3ccc(Cl)cc3)n2)cc1,9
O=C1c2ccccc2-c2c(NC3CCCCC3)c(=O)[nH]c3cccc1c23,-4
O=C(O)C1C2C=CC(C3CC23)C1C(=O)NCc1ccccc1 (stereo not drawn),0
CC1CCN(C2=NC(=O)/C(=C/c3ccccc3O)S2)CC1,10
COc1ccccc1N(CC(=O)Nc1cccc(C)c1C)S(=O)(=O)c1ccccc1,13
O=C(/C=C/c1ccccc1)NNC(=O)c1cccnc1,5
COc1ccc(C(N)=O)cc1NC(=O)c1cccnc1,3
COc1cccc(/C=N/NC(=O)C(=O)N2CCCC2)c1,14
CCC(=O)Nc1ccc(C(=O)n2nc(C)cc2C)cc1,-1
COc1ccc(N/C(=N/S(=O)(=O)c2ccccc2)c2ccccc2)cc1,-3
COc1ccc(C2CC(C(F)(F)F)n3nc(C(=O)NCCCN4CCOCC4)c(Cl)c3N2)cc1OC (stereo not drawn),8
CSc1ccc(S(=O)(=O)N(CC(=O)Nc2cccc(C(C)=O)c2)c2ccc(C)cc2)cc1,3

Rewritten with each value named: entries from further up
O=C(O)C1C2C=CC(C3CC23)C1C(=O)NCc1ccccc1 (stereo not drawn)
  ER stress death = 0

CC1CCN(C2=NC(=O)/C(=C/c3ccccc3O)S2)CC1
  ER stress death = 10

The list continues.
SMILES,ER stress death
CCC(C)c1ccc(OCCOc2ccc(C=C3C(=O)NC(=S)NC3=O)cc2OC)cc1 (stereo not drawn),3
CCc1ccc(-c2nn(-c3cc(N4CCN(C)CC4)ccc3[N+](=O)[O-])c(=O)c3ccccc23)cc1,-9
CC(C)(C)C(=O)NCC12C=CC(O1)C1C(=O)N(c3ccccc3)C(=O)C12 (stereo not drawn),2
COc1ccc(/C=C/C(=O)Nc2scc(-c3ccc(Br)cc3)c2C(=O)O)cc1,-2
Cc1cc(OCC(=O)Nc2ccc(O)c(-c3nc4ccccc4o3)c2)cc(C)c1Cl,3
Cc1ccc(OCC(=O)N/N=C\c2ccc(OC(=O)c3cccs3)cc2)cc1,4
CC1(C)Cc2c(sc3ncn4nc(CO/N=C/c5ccccc5Cl)nc4c23)C(C)(C)N1,-2
CC(CCC(=O)Nc1nc2ccccc2s1)CC(=O)Nc1nc2ccccc2s1 (stereo not drawn),13
Cc1cccc(NC(=O)/C(C#N)=C/c2cn(CC(=O)Nc3ccccc3)c3ccccc23)c1C,-3
COc1cc(Br)c(CN2CCN(Cc3cc(OC)c(OC)c(OC)c3)CC2)cc1OC,1
COc1cc([N+](=O)[O-])ccc1NC(=O)c1cccc(I)c1,-2
COc1ccc(-c2cc(C(=O)Nc3c(C)cccc3C)c3ccccc3n2)c(OC)c1,7
Cn1c(O)c(/C=C2/C=CC=N2)c(=O)n(-c2ccccc2)c1=S,-7
COc1ccc(NC(=O)Cn2nc(C)c([N+](=O)[O-])c2C)cc1OC,1
O=C1c2ccc3c4c(ccc(c24)C(=O)N1/N=C/c1ccccc1)CC3,5
O=S(=O)(c1ccc(Cl)cc1)N1CCN(c2ccccn2)CC1,18
OC(CN1CCCC1)Cn1c2ccc(Br)cc2c2cc(Br)ccc21 (stereo not drawn),-14
CN(CCN(C)/N=C/c1ccc(O)cc1O)/N=C/c1ccc(O)cc1O,15
Cc1cccc(NCC(=O)N/N=C\c2c(Br)cc(Br)c(O)c2Br)c1,-13
COc1ccc(/C(N)=N/OC(=O)c2cccc(C)c2)cc1,-10
O=C(Nc1ccccc1[N+](=O)[O-])C1C(c2ccccc2)C1(Cl)Cl (stereo not drawn),8
O=c1[nH]c(SC/C=C/c2ccccc2)nc2sc3c(c12)CCCC3,9
CCC1CCCCN1Cc1c(O)ccc2c(=O)c(-c3ccc(Cl)cc3)coc12 (stereo not drawn),7
O=S(=O)(NCc1ccc(F)cc1)c1ccccc1,1
CC(=O)c1ccc(NC(=S)NC(=O)c2ccccc2)cc1,2
CCCNC(=O)c1nn2c(C(F)(F)F)cc(-c3ccccc3)nc2c1Br,11
Cc1nc(N2CCCCC2)[nH]c(=O)c1C=O,13
CC(Oc1cccc(Cl)c1)C(=O)N1CCN(Cc2ccccc2)CC1 (stereo not drawn),-3
CCCn1c(=O)c(C(=O)Nc2cc(Cl)ccc2OC)c(O)c2ccccc21,18
O=[N+]([O-])c1cccc(S(=O)(=O)NCc2ccncc2)c1,-2
CC(=O)Nc1ccc(S(=O)(=O)NC(=O)CC(C)C)cc1,4
Cc1ccc(NC(=O)CCC(=O)N2CC(=O)NC(=O)C2)cc1,-3
CCOc1ccc(C2C(C(=O)/C=C/c3ccccc3)=C(O)C(=O)N2CCCCCC(=O)O)cc1 (stereo not drawn),-2
COc1ccc(C(=O)CC2(O)C(=O)Nc3ccccc32)cc1OC (stereo not drawn),-1
CCc1ccc(-c2nc3cc(NC(=O)COc4ccc(OC)cc4)ccc3o2)cc1,10
Cc1cc(/C=C2\SC(=S)NC2=O)c(C)n1-c1cccc([N+](=O)[O-])c1,3
COc1cc(/C=C2\C(=O)NC(=O)N(c3ccc(Br)cc3)C2=O)c([N+](=O)[O-])cc1OC,7
O=C1c2ccccc2C(=O)c2c1cccc2N1CCN(C/C=C/c2ccccc2)CC1,-1
O=C(Nc1nc(-c2cccc([N+](=O)[O-])c2)cs1)c1ccc(S(=O)(=O)N2CCCC2)cc1,-6
Cc1ccc(/C=C/C(=O)Nc2ccc(Br)cc2)o1,-2
Cc1ccc(OCC(=O)NN)c(Br)c1,0
O=C(O)CCC(=O)N1N=C(c2ccccc2)CC1c1ccccc1Cl (stereo not drawn),4
COc1ccc(C2CC(c3ccc(F)cc3)=NN2c2ccccc2)cc1OC (stereo not drawn),4
Cc1ccc(NC(=O)C(C)N2C(=O)c3ccccc3C2=O)cc1C (stereo not drawn),5
Cc1ccc(C2/C(=C(\O)c3ccc(Cl)cc3)C(=O)C(=O)N2CCCn2ccnc2)cc1 (stereo not drawn),-5
C/C(=N\N=C(/N)SC1CC(=O)N(c2ccc(Cl)cc2)C1=O)c1ccc(Br)s1 (stereo not drawn),5
CC(=O)COc1ccc2c(-c3ccccc3)cc(=O)oc2c1,0
O=C(COc1cccc(Cl)c1)Nc1nccs1,-6
O=c1c(C=NCC2CCCO2)c(C(F)(F)F)[nH]n1-c1nc2ccccc2s1 (stereo not drawn),-3
Clc1ccc(Nc2nc(-c3ccncc3)nc3ccccc23)cc1,-2
Cc1cc(=O)n(-c2cccc(C(F)(F)F)c2)n1C,18
Cc1cccc(CN2CCN(C(=O)c3ccco3)CC2)c1,-2
CC(=O)c1ccc(NC(=O)COc2ccccc2[N+](=O)[O-])cc1,4
O=C1OC(c2cccc(F)c2)=N/C1=C\c1ccc(F)cc1,-4
COC(=O)c1cccc(N2CCCC2=O)c1,4
Cc1sc(NC(=O)c2ccc(F)cc2)c(C(=O)OC(C)C)c1C,12
O=C(c1cccs1)N(Cc1ccccc1)Cc1ccccc1,0
COc1cc(C2C3=C(CC(C)(C)CC3=O)OC3=C2C(=O)CC(C)(C)C3)cc(OC)c1O,3
O=C(/C=C/c1ccccc1)NC(=S)Nc1ccc(F)cc1,10
O=C(Nc1c[nH]c(=O)[nH]c1=O)c1ccc2c(c1)C(=O)N(N1C(=O)c3ccccc3C1=O)C2=O,5

The listing continues:
SMILES,ER stress death
CC(=O)NC1=NN(C(C)=O)C(C)(c2ccccc2)S1 (stereo not drawn),5
O=C(O)c1ccc(N2C(=O)CC(Cc3ccccc3)C2=O)cc1 (stereo not drawn),3
Cc1cccc(NC(=O)CN(c2ccc(Br)cc2)S(=O)(=O)c2ccccc2)c1C,9
COc1cccc(OC)c1C(=O)c1ccccc1,7
CCOC(=O)c1c(NC(=O)c2ccc(C)c([N+](=O)[O-])c2)sc(C(=O)Nc2ccccc2OC)c1C,-1
COc1ccc(NC2=NS(=O)(=O)c3cc([N+](=O)[O-])ccc32)cc1,2
CCc1nnc(NC(=O)CN2CCN(Cc3ccccc3)CC2)s1,1
Cc1ccc(-c2nnc(N)s2)cc1C,0
COC(=O)c1c(C)oc2ccc(OCc3ccc(F)cc3)cc12,-1
COc1ccc2c(c1)CC/C2=N/OC(=O)c1cc(OC)c(OC)c(OC)c1,9
c1ccc(CCCNCCc2ccc3c(c2)OCO3)cc1,-6
CC1=C(C(=O)Nc2ccccc2)C(c2ccccc2Br)NC(=O)N1 (stereo not drawn),9

Copied from the results shown for reference:
SMILES,ER stress death
O=C(O)c1ccc(N2C(=O)CC(Cc3ccccc3)C2=O)cc1 (stereo not drawn),3
Cc1cccc(NC(=O)CN(c2ccc(Br)cc2)S(=O)(=O)c2ccccc2)c1C,9
COc1cccc(OC)c1C(=O)c1ccccc1,7
CCOC(=O)c1c(NC(=O)c2ccc(C)c([N+](=O)[O-])c2)sc(C(=O)Nc2ccccc2OC)c1C,-1

Continued:
SMILES,ER stress death
O=C(O)c1ccccc1-c1ccccc1C(=O)Nc1nc(-c2ccccc2)cs1,15
Cc1cccc(N2C(=O)CC(N3CCN(c4ccc(F)cc4)CC3)C2=O)c1 (stereo not drawn),0
CC(C)(C)c1ccc(C(=O)Nc2ccc(NC(=O)c3ccc4c(c3)OCCO4)cc2)cc1,2
Cc1ccc(N2C(=O)CC(NC(C)C34CC5CC(CC(C5)C3)C4)C2=O)cc1 (stereo not drawn),0
O=C1C(=Cc2ccc(Cl)cc2)C(=O)c2ccccc21,-4
COc1ccccc1NC(=O)CC1SC(=Nc2ccccc2)N(c2ccccc2)C1=O (stereo not drawn),10
Cc1ccc(NC(=S)NC(=O)c2ccccc2)cc1Br,-3
CCCCOC(=O)c1ccc(NC(=O)CSc2nc3ccccc3s2)cc1,4
O=C(O)c1cccc(NS(=O)(=O)c2cccc(S(=O)(=O)c3ccc(Br)cc3)c2)c1,5
O=C(C(c1ccccc1)c1ccccc1)N1CCN(C2CCCC2)CC1,13
Clc1cccc(OCCCCCn2ccnc2)c1,42
CS(=O)(=O)N(Cc1ccc(C(=O)NCCSc2ccccn2)cc1)c1ccccc1,9
O=C(Oc1ccccc1)Oc1c(Cl)cc2oc(=O)sc2c1Cl,-29
COc1ccc(Nc2n[nH]c(C)c2[N+](=O)[O-])cc1,7
COc1ccc(NC(=O)CCN2C(=O)/C(=C\c3cccc(OC)c3)SC2=S)cc1,26
CCOP(=O)(O)COc1ccc([N+](=O)[O-])cc1,9
Cc1ccc(C)n1-c1cc(C(=O)O)cc(C(=O)O)c1,3
O=C(Nc1ccccc1C(=O)NCc1ccccc1)c1ccccc1F,9
CCCOc1ccc(-c2nnc(NC(=O)Nc3ccccc3)s2)cc1,10
CC(C)c1ccc(OC(=O)CN2C(=O)c3ccccc3C2=O)cc1,0
CCC(=O)/C=C1\Sc2ccccc2N1CC,2
COc1ccc(C(=O)NNC(=O)c2cc(OC)cc(OC)c2)cc1,2
COc1ccccc1NC(=O)c1oc2ccc(C)cc2c1C,10
NNC(=O)c1cc(C(=O)O)nc2ccc(Br)cc12,9
O=C(O/N=C(/c1ccc(Br)cc1)N1CCOCC1)c1ccccc1,0
COc1ccc(-n2nc3ccc(NC(=O)COc4ccccc4Cl)cc3n2)cc1,0
O=C(Nc1nc(-c2ccc(Cl)c(Cl)c2)cs1)c1cccc([N+](=O)[O-])c1,9
O=C(CC1(O)C(=S)Nc2ccccc21)c1ccc(Br)cc1 (stereo not drawn),-4
COc1cccc(C2(c3cccc(OC)c3)CC2C(=O)Nc2ccccc2Cl)c1 (stereo not drawn),3
COc1cc(/C=N/n2cnnc2)cc(I)c1OCCOc1ccc(C(C)(C)C)cc1,10
COC(=O)c1ccc(Cl)c(NC(=O)C23CC4CC(C)(CC(C)(C4)C2)C3)c1,15
COc1ccccc1NC(=O)C1=C(C)NC(=O)NC1c1cccc([N+](=O)[O-])c1 (stereo not drawn),8
O=C(NCCc1ccccc1)C(=O)NC1CCCC1,11
Cc1ccccc1-n1c(C)cc(/C=N/NC(=O)c2ccncc2)c1C,0

This is a subset; count on the stated rates, not on these rows.
